Screening data from PubChem BioAssay.
PostGolgi ctrl = growth inhibition of yeast control strain, primary screen, counter-screen for post-Golgi transport modulator project; AID 738, 2007; hit rate 5% among 98,000; inhibition, % at 10 µM; efflux-deficient yeast background strain, growth absorbance A615, 16 h
PostGolgi yeast = phenotypic screen on post-Golgi transport, primary screen. post-Golgi transport phenotypic cell assay. inhibition, % at 10 µM. hit rate 0.9% among 98,000;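 also: yeast cells grown in 1536-well plates; yeast grown about 18 h at 30C before absorbance read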
Lung fibro prol = antiproliferative effect on LL 47 fibroblasts – human, LL 47 cells, CellTiter-Glo luminescence, primary screen | LL 47 human lung fibroblast viability, ATP luminescence; hits give low values | hit rate 1.1% among 85,000 | viability, % at 10 µM;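 active = viability at or below 50% in the single dose screen; inactive = viability above 50%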;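 also: compound exposure lasted 72 h before the ATP readout; 100% = median luminescence of untreated cell-only wells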
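test system = LL 47 human lung fibroblasts | amount = 1,150 fibroblasts seeded per well | medium = 15% FBS in IMEM | times = overnight cell rest, 72 h compound treatment at 37 °C | measured by = CellTiter-Glo luminescence measuring cellular ATP | read-out = viability percentage against median untreated-cell control | benchmarks = cell-only wells, no compound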
S1P2 antag = human S1P2 receptor antagonists, primary screen, cell-based; inhibition, % at 5 µM; hit rate 0.21% among 97,000; cell-based S1P2 antagonist assay, inhibition at 5 uM; in the data active = inhibition above about 45%;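 also: CRE beta-lactamase reporter cells expressing human S1P2 stimulated with S1P; 0% = agonist at EC80 alone and 100% = agonist plus reference antagonist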
Target sequence (O95136 whole entry, looked up): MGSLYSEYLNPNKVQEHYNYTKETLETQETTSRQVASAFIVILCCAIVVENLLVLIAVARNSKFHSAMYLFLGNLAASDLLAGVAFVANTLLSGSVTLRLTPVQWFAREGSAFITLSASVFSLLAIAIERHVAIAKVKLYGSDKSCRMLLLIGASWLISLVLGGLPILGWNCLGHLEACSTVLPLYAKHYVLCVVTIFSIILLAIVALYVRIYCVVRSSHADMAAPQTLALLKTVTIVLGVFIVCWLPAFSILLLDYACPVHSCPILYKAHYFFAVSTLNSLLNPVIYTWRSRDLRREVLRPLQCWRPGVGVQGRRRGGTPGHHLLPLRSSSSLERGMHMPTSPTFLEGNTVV
S1P2 ag = S1P2 receptor agonists, primary screen, cell-based. Sphingosine 1-phosphate receptor 2 (Homo sapiens), O95136. S1P2-expressing cell line, agonist reporter read-out. activation, % at 4.5 µM. hit rate 0.46% among 97,000; in the data active = activation above about 16%;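 also: 0% = vehicle low control and 100% = maximal reference agonist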
HUVEC prolif 384 = inhibitors of HUVEC proliferation, primary screen, cell-based, 384-well. CellTiter-Glo luminescence, 72 h; hits give low values. viability, % at 10 µM (by protocol). hit rate 1.1% among 86,000. AID 648, 2007;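 active = viability at or below 30%; inactive = viability above 30%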;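 also: 100% = median luminescence of DMSO-only cell control wells on each plate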
Ecoli WT expand = growth inhibitors of wild-type E. coli, primary screen, strain BW25113, expanded library, OD600 | OD600 absorbance | growth inhibition, % at 100 µM | hit rate 0.15% among 98,000 | AID 710, 2007;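 active = growth inhibition above about 50% at one test dose, limit read from the data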;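 also: growth measured after 20 h incubation at 37 °C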
H69AR growth 86K = proliferation blockers of H69AR lung cancer cells, primary screen, cell-based, human, 86K library | H69AR lung tumor viability, ATP luminescence, 72 h; hits give low values | viability, % at 10 µM | hit rate 6% among 85,000 | AID 598, 2007;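 active = viability at or below 40%; inactive = viability above 40%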;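 also: multidrug resistant small cell line overexpressing MRP-1 efflux transporter; 100% = mean luminescence of untreated control wells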
hDAT+cocaine = changed hDAT dopamine uptake under cocaine IC80, either direction, primary screen, cocaine antagonist project, cell-based, LLC-PK1 hDAT, [14C]-dopamine uptake, MLSMR. B-score at 10 µM. hit rate 1.3% among 110,000. LLC-PK1 hDAT cells, [14C]-dopamine uptake with cocaine IC80; actives deviate in either direction. Sodium-dependent dopamine transporter (Homo sapiens), Q01959;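 active = Z score or B-score, a plate-position-corrected score, falls beyond the plate's 99.7% confidence bounds, in either direction; inactive = both scores lie inside the 99.7% bounds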;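 also: scored against the spread of the other compound wells on the same plate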
Target sequence (Q01959 whole entry, looked up): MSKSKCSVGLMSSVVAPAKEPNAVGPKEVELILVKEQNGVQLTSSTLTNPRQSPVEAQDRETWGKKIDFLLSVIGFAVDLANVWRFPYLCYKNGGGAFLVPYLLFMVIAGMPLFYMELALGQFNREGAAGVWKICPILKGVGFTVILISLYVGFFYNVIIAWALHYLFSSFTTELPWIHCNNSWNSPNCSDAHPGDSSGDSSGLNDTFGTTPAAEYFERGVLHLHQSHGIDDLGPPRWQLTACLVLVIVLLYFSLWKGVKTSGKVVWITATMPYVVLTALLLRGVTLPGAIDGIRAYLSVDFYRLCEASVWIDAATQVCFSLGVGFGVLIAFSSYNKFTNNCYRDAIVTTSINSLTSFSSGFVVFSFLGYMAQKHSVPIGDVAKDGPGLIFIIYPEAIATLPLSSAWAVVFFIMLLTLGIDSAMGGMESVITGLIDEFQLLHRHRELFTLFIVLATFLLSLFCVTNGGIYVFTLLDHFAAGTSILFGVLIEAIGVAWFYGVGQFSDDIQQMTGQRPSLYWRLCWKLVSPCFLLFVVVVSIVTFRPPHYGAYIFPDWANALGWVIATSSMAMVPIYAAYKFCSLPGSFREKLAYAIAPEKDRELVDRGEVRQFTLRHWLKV
* hit, by the source's call; x = not tested or not shown. Rule as the data show it, unless noted: active = inhibition above about 30%; inactive = the rest. Not a hit list; any-hit rate near 11%.

SMILES	PostGolgi ctrl	PostGolgi yeast	Lung fibro prol	S1P2 antag	S1P2 ag	HUVEC prolif 384	Ecoli WT expand	H69AR growth 86K	hDAT+cocaine
CCOc1cc(S(=O)(=O)NCc2ccc3c(c2)OCO3)c(C)cc1C	20	5	102	-1	-1	89	-4	73	-0.16
O=C(Cc1coc2ccc3ccccc3c12)N1CCc2ccccc21	22	-2	94	-7	-2	100	3	95	-0.38
Cc1cccc(OCCCCCNCCO)c1	x	x	106	3	-3	97	x	88	-1.3
O=C(Cn1cnc2c(oc3ccccc32)c1=O)NCC1CCCO1 (configuration not stated)	-8	9	90	-10	-4	97	2	92	-0.25
COc1ccc(NC(=O)CC2Oc3ccc(C)cc3NC2=O)cc1 (configuration not stated)	4	-3	90	6	12	97	-9	98	-1.2
COc1cccc(NC(=O)c2cccc(OC)c2OC)c1	48*	-9	100	-12	-2	93	6	96	-0.012
O=C(Nc1nnc(N2CCCCCC2)s1)c1cc(-c2ccc(Br)cc2)on1	9	-6	103	13	-6	98	-7	94	0.59
Cc1ccc(N2OC3C(=O)NC(=O)C3C2c2ccco2)cc1 (configuration not stated)	-5	1	104	x	x	96	6	99	0.68
COc1ccc(OC)c(C(=O)C2COC(=O)C2)c1 (configuration not stated)	-3	-10	89	2	-5	49	10	26*	0.023
COC(=O)c1c(C)[nH]c(C(=O)CSc2nnnn2-c2ccccc2)c1C	8	-19	101	2	-6	91	-3	99	x
Cc1c(NC(=O)c2cc(=O)[nH]c(=O)[nH]2)c(=O)n(-c2ccccc2)n1C	11	3	92	9	-5	118	1	93	-0.093
CC(C)(C)n1ncc2c(=O)n(Cc3c(F)cccc3Cl)cnc21	4	-2	x	-4	-3	x	6	x	0.41
COC(=O)COc1ccc(/C=C2/SC(=O)N(CC(=O)N3CCCC3)C2=O)cc1Br	-2	1	x	-5	-8	x	-6	x	0.15
Cc1cccc(C(=O)NC(NCCc2ccccc2)C(Cl)(Cl)Cl)c1 (configuration not stated)	10	3	x	-9	-8	x	-13	x	-0.23
Cc1cc(C(F)(F)F)c2c(n1)sc1c(O)cc(=O)[nH]c12	-4	8	95	-17	-1	97	3	102	-0.83
CN(C)c1cccc(C(=O)Nc2ccc(N3CCOCC3)cc2)c1	-3	8	x	-3	-2	x	-2	x	0.96
COc1ccc(OCC(=O)Nc2cccc(-c3nc4ccccc4o3)c2)cc1	2	-3	103	-9	-16	65	-5	97	-0.013
COc1cccc(C2CC(c3ccc(C)cc3)n3nc(N)nc3N2)c1 (configuration not stated)	7	4	103	x	x	95	7	100	1
CCOC(=O)c1cc2c(ccn2C)n1CC(=O)N1CCN(c2cccc(C(F)(F)F)c2)CC1	1	2	100	13	-5	99	4	109	-0.16
CC1=Nc2ncnn2C(c2ccccc2)/C1=N\O (configuration not stated)	7	-2	101	15	-11	101	4	96	0.15
CCc1ccc(-n2nc3ccc(NC(=O)c4ccc5c(c4)OCO5)cc3n2)cc1	-4	5	91	-18	-2	76	-11	20*	0.03
CC(=O)C1=C(C)NC(=O)NC1c1cccc(O)c1 (configuration not stated)	22	-24	100	14	0	97	-1	93	0.11
O=C1c2nc3ccccn3c2C(=O)N1Cc1ccccc1	-7	-9	94	1	-6	92	-5	97	-0.0045
CC(NC(=O)c1cc2sccc2n1C)c1ccc2c(c1)OCCO2 (configuration not stated)	8	1	x	9	-6	x	-7	x	x
CCCC(=O)NNC(=O)CCC(=O)NCc1ccccc1	11	0	x	-5	-11	x	2	x	-0.52
Cc1oc(-c2ccccc2F)nc1CS(=O)(=O)CC(=O)NCCCN(C)C1CCCCC1	14	11	100	32	-1	87	2	97	-1.1
COc1ccc2cc3c(N)nn(C(=O)Cc4ccc(Cl)cc4)c3nc2c1	-1	0	60	-38	0	90	-8	62	x
Cc1cc(C(=O)N2CCC(C(F)(F)F)n3nccc32)on1 (configuration not stated)	-8	-4	106	0	-1	101	-1	103	-2.9*
O=C(C1Cc2ccccc2CN1S(=O)(=O)c1cccs1)N1CCCCCC1 (configuration not stated)	13	-6	x	3	-3	x	11	x	-0.11
CC1CCC/C(=C\Nc2ccc3c(c2)OCO3)C1=O (configuration not stated)	-8	3	111	8	-2	85	-4	79	-0.049
C=CCc1c(C)nc(SC)nc1Nc1ccc(C(=O)O)cc1	8	23	102	-7	0	97	1	78	0.055
CSc1ccc(Cl)c(C(=O)OCC(=O)NC2CC2)c1	17	2	105	14	-1	97	-1	98	0.0059
CCOC(=O)C1C(=O)NC(N2CCN(c3ccccc3)CC2)=NC1c1ccco1 (configuration not stated)	-2	-1	100	-13	-1	101	-5	85	-0.067
Cn1c(NCc2ccco2)nc2c1c(=O)n(Cc1ccc(Cl)cc1)c(=O)n2C	24	1	84	0	-5	90	0	94	-0.41
CCOC(=O)c1sc(NC(=O)c2cncc(Br)c2)nc1C	x	x	95	-2	-3	67	x	84	0.51
COc1ccc(N(C(=O)c2ccco2)S(=O)(=O)c2cc(OC)ccc2OC)cc1	26	-2	98	0	-4	102	8	76	1
O=C(c1ccc2c(=O)n(-c3ccccc3)c(=O)[nH]c2c1)N1CCN(c2ccc(F)cc2)CC1	4	3	100	8	-2	104	1	58	-1.3
CCOc1c(Br)cc(CNc2ccc3c(c2)OCCO3)cc1OC	0	-4	x	14	-3	x	7	x	-0.7
O=c1oc(-c2ccccc2)nc2c1C1(CCCCC1)Cc1ccccc1-2	-3	0	108	12	-1	118	-12	88	-0.02
COc1ccc(CCNC(=O)c2c(O)c3c([nH]c2=O)CCCC3)cc1	0	3	103	11	-2	78	-13	84	-1.2
CCOC(=O)CSc1nc2ccccc2c(=O)n1NC(=O)c1ccccc1	-2	-11	90	-25	-4	90	9	97	-0.052
O=C(c1ccccn1)N(CC1CCCO1)C1(C(=O)NC2CCCCC2)CCCCC1 (configuration not stated)	16	5	83	1	-2	94	2	79	-0.32
CCOc1ccccc1/C=c1\sc2nc(-c3ccco3)nn2c1=O	13	-3	102	-5	-2	98	-6	59	-0.67
COc1cc(C(=O)OC2CCN(C)CC2)cc(OC)c1OC	23	19	108	13	-5	100	4	74	-0.15
Cc1cc(C)n(-c2ccc(C(=O)Nc3cc(C(F)(F)F)ccc3N3CCOCC3)cc2)n1	2	-6	85	11	-4	83	-3	48	-0.041
O=C(CN1CCCCC1)Nc1ccccc1-c1ccccc1	10	-12	91	-16	-6	106	2	99	0.89
O=C(O)CSC1CC(=O)N(c2ccc(Cl)cc2)C1=O (configuration not stated)	x	x	106	x	x	99	x	92	-0.65
Nc1nc(COc2ccccc2)cs1	7	2	103	0	-5	91	4	85	-0.59
COc1cc(CNCCN2CCOCC2)ccc1OCc1ccc(Cl)cc1	1	-1	x	23	-2	x	-2	x	-0.58
COC(=O)c1nc(NC2=NCCCCC2)n[nH]1	-7	25	x	1	-4	94	4	39*	-1.4

Looked up by compound from above, 5 records:
SMILES	PostGolgi ctrl	PostGolgi yeast	Lung fibro prol	S1P2 antag	S1P2 ag	HUVEC prolif 384	Ecoli WT expand	H69AR growth 86K	hDAT+cocaine
CSc1ccc(Cl)c(C(=O)OCC(=O)NC2CC2)c1	17	2	105	14	-1	97	-1	98	0.0059
CCOC(=O)c1cc2c(ccn2C)n1CC(=O)N1CCN(c2cccc(C(F)(F)F)c2)CC1	1	2	100	13	-5	99	4	109	-0.16
COc1cccc(NC(=O)c2cccc(OC)c2OC)c1	48*	-9	100	-12	-2	93	6	96	-0.012
COc1cc(C(=O)OC2CCN(C)CC2)cc(OC)c1OC	23	19	108	13	-5	100	4	74	-0.15
O=C(Nc1nnc(N2CCCCCC2)s1)c1cc(-c2ccc(Br)cc2)on1	9	-6	103	13	-6	98	-7	94	0.59

Other structures
SMILES	PostGolgi ctrl	PostGolgi yeast	Lung fibro prol	S1P2 antag	S1P2 ag	HUVEC prolif 384	Ecoli WT expand	H69AR growth 86K	hDAT+cocaine
CCCCCC(=O)N1CCN(CCN=CC2=C(O)CC(c3ccco3)CC2=O)CC1 (configuration not stated)	-2	-1	98	3	-5	105	2	92	-0.088
CC(=O)Nc1sc(NC(=O)c2ccc(Cl)cc2)nc1-c1cccs1	7	-2	x	-8	1	x	-3	x	-0.079
CCOCC(=O)Nc1cc(C(=O)Nc2ccccc2)ccc1Cl	4	-19	x	12	-3	x	-4	x	0.00089
Cc1ccc([N+](=O)[O-])cc1NC(=O)c1ccc(-c2ccccc2)cc1	-2	11	x	5	-7	x	-5	x	-0.87
Cc1cc(C)n(-c2nnc(SCC(=O)NC3CCCC3)c3ccccc23)n1	x	x	111	-11	-3	99	x	89	0.76
O=C(CSc1nc(SCC(=O)NCc2ccccc2)n(-c2ccccc2)n1)NCc1ccccc1	-2	-2	95	22	-7	81	-3	53	-0.35
Cc1ccc(S(=O)(=O)N2CCC(C(=O)N[C@H](C(=O)N3CCN(C)CC3)C(C)C)CC2)cc1	2	2	110	-1	-5	87	-2	98	0.39
COc1ccc(N=C2SC(C(=O)O)CC(=O)N2C)cc1 (configuration not stated)	7	-5	103	9	-6	102	3	102	-0.39
COCC(=O)Nc1ccc(C)c(Cl)c1	-3	17	98	1	-8	92	5	92	-1.4
COC(=O)c1cc(-c2c(C)oc3cc(OC(C)C)ccc3c2=O)c(C)o1	3	-8	94	x	x	128	8	84	1.1
CCOc1ccc(OCCN2C(=O)NC3(CCCc4ccccc43)C2=O)cc1 (configuration not stated)	13	11	92	11	0	96	1	44	1
O=C(CN1C(=O)CC(c2ccccc2)=Nc2ccccc21)NCc1ccco1	3	10	103	-9	0	100	-10	92	0.2
CS(=O)(=O)N(Cc1cc2ccccc2[nH]c1=O)C1CCCCC1	3	1	91	-9	-5	84	6	88	x
CCN(CC)c1ccc(NC(=O)COC(=O)C23CCC(=O)N2c2ccccc2S3)cc1 (configuration not stated)	-4	8	x	-7	-7	x	7	x	0.15
c1nc(NCC2CCCO2)c2[nH]cnc2n1 (configuration not stated)	x	x	98	6	-7	86	x	84	0.24
CCC(=O)NCCn1c(C)cc2ccccc21	-1	-3	109	-5	-4	101	0	88	-0.73
CCOCCc1nnc(NC(=O)COC)s1	-1	-7	98	-11	0	99	5	101	-0.27
CCOC(=O)N1CCN(c2c(N3CCN(c4ccccc4OC)CC3)c(=O)c2=O)CC1	x	x	94	x	x	92	x	91	-0.013
O=C(c1ccco1)N1CCN(C(=O)c2cc(-c3ccccc3)nc3ccccc23)CC1	31*	-3	98	28	-5	74	4	68	0.17
O=C1C2C3C=CC(C3)C2C(=O)N1/N=C/c1cc(Br)cc([N+](=O)[O-])c1O (configuration not stated)	4	-2	x	8	-2	x	11	x	-2.8*
CC(C)CC(C(=O)Nc1ccc2c(c1)OCCO2)N1C(=O)c2ccccc2C1=O (configuration not stated)	-8	1	109	8	-6	96	-9	93	0.047
Cc1ccc(NC(=O)c2ccccc2)cc1	20	9	100	-4	-11	95	13	100	0.76
Nc1[nH]nc2nc(N3CCOCC3)nc(-c3ccccc3)c12	5	3	82	19	-4	90	1	62	2
c1ccc(-c2ccc(-c3ccccn3)nn2)nc1	2	-6	81	x	x	70	21	79	x

3 of the compounds above, as comma-separated lines.
SMILES,PostGolgi ctrl,PostGolgi yeast,Lung fibro prol,S1P2 antag,S1P2 ag,HUVEC prolif 384,Ecoli WT expand,H69AR growth 86K,hDAT+cocaine
Cc1ccc(NC(=O)c2ccccc2)cc1,20,9,100,-4,-11,95,13,100,0.76
Nc1[nH]nc2nc(N3CCOCC3)nc(-c3ccccc3)c12,5,3,82,19,-4,90,1,62,2
c1ccc(-c2ccc(-c3ccccn3)nn2)nc1,2,-6,81,x,x,70,21,79,x
